Bioassay records deposited in PubChem by several laboratories.
FXN GAA850 act = frataxin GAA850 promoter activation; AID 540364; 0.56% of 360,000 active; activation, % at 6 µM; HEK293 lucGAA850 FXN promoter luciferase reporter, 24 h; percent of 10 µM SAHA response;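 active = activation above the average of all compounds screened plus 3 SD, cutoff fixed separately per campaign, cut at about 7.5% in these data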;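 also: 0% = DMSO wells and 100% = 10 µM SAHA wells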
ssDAF-12 act = activates DAF-12 receptor from parasite S. stercoralis; HEK293 ssDAF-12/GRIP1 lit1-tk-luc reporter, luminescence; % of 3 µM dafachronic acid response; activation, % at 6.8 µM; 1% of 370,000 active; AID 652126;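 active = activation above the mean over all tested compounds plus 3 SD, cut at about 0.9% in these data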;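 also: 0% = DMSO-only wells and 100% = 3 µM delta7-dafachronic acid wells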
NPR2 activator = GC-B (human) receptor activation; 0.11% of 370,000 active; HEK293-GC-B cells, CNP EC30, cGMP TR-FRET; 0% at EC30 CNP, 100% saturating CNP; P20594; activation, % at 10 µM; AID 1920062;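 active = activation at 10 µM reaching about 35% in either raw or pattern-adjusted values, limit read from the data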
Target sequence (P20594 whole entry, looked up): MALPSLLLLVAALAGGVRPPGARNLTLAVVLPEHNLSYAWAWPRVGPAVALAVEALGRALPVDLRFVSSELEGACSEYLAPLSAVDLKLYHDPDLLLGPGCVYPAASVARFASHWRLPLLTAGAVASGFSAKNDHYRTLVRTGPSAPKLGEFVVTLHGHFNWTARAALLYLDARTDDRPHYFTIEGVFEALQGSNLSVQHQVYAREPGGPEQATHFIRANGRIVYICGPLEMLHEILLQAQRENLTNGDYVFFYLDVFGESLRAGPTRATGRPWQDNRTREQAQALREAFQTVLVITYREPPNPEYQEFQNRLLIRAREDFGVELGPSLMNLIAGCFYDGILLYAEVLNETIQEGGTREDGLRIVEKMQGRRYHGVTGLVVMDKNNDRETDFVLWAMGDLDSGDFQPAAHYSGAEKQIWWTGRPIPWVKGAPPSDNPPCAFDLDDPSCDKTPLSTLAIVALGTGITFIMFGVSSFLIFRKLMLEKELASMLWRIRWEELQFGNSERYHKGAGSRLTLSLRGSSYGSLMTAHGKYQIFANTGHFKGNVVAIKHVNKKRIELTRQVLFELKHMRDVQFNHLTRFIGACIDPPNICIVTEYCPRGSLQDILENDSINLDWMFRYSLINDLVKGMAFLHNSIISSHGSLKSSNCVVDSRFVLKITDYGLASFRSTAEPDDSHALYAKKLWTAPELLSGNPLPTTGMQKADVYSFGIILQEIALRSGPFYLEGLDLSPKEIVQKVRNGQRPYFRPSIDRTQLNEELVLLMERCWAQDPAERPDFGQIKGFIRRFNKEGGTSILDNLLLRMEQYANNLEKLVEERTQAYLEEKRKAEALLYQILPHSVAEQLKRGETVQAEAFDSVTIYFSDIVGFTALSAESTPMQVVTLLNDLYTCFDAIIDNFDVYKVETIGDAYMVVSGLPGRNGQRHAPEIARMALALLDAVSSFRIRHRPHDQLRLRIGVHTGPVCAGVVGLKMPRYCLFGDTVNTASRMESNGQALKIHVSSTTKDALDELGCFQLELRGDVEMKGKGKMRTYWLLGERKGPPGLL
hgDAF-12 ag = agonists of H. glycines DAF-12 nuclear receptor; HEK293 GAL4-hgDAF12 UAS-luciferase reporter, agonist luminescence; normalized to butyrate control; activation, % at 6.8 µM; 1.8% of 370,000 active;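 active = activation above a cutoff set at the mean of all screened compounds plus 3 SD, cut at about 10% in these data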;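 also: 0% = DMSO wells and 100% = sodium butyrate wells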
DAX1 inh-1 = blocks DAX1 repression of SF-1 activated StAR promoter; AID 652010; inhibition, % at 6.8 µM; HEK293T StAR-luciferase reporter, SF-1/DAX-1 repression relief; 1.1% of 370,000 active;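 active = inhibition above the mean over all tested compounds plus 3 SD, cut at about 3.6% in these data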;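 also: 0% = DAX-1 cells with DMSO and 100% = cells lacking DAX-1 with DMSO; higher inhibition means more luminescence from relief of DAX-1 repression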
DAX1 inh-2 = inhibits human nuclear receptor DAX1. P51843. HEK293 Gal4-DAX1 luciferase reporter, luminescence. inhibition, % at 6.75 µM. 0.99% of 340,000 active. AID 504766;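 active = inhibition above the mean over all tested compounds plus 3 SD, cut at about 4.2% in these data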;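 also: 0% = DAX1-transfected cells with DMSO and 100% = empty-vector control cells with DMSO; inhibition shows as a rise in luminescence from relieved DAX1 repression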
proKLK7 act = proKLK7 (human) activation, primary screen | P49862 | purified proKLK7, EDANS-DABCYL substrate fluorescence; 100% is mature enzyme control, 0% vehicle | activation, % at 7 µM | 0.9% of 370,000 active | AID 652039;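 active = activation above the mean of all tested compounds plus 3 SD, computed per campaign excluding outliers beyond control limits, cut at about 13% in these data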
GC-A act = GC-A (human) enzyme activation. P16066. HEK293 GC-A cells, cGMP TR-FRET, EC30 ANP; 0% at EC30 ANP, 100% saturating ANP. activation, % at 10 µM. 0.14% of 370,000 active; in the data active = activation above about 40%
hcDAF-12 act = activates DAF-12 receptor from parasite H. contortus | HEK293 hcDAF-12 lit1-tk-luc reporter, luminescence; 0% DMSO, 100% Δ7-dafachronic acid | activation, % at 6.8 µM | 1.4% of 370,000 active;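 active = activation above the mean of all tested compounds plus 3 SD, cut at about 5.5% in these data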;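 also: 100% = response to 3 µM Δ7-dafachronic acid high control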
HGIII-sPLA2 inh = Blocks human group III sPLA2 activity | Q9NZ20 | QFRET BODIPY PC-A2 liposome hydrolysis, fluorescence | inhibition, % at 12.2 µM | 0.56% of 370,000 active;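 active = inhibition above mean plus 3 SD of compounds lying within the high and low control bounds, cut at about 19% in these data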;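 also: 0% = median of test compound wells and 100% = no enzyme DMSO wells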
SMARCA2 activ = increases SMARCA2 function in MMTV reporter cells; activation, % at 9.1 µM; MG213 cells, MMTV-luciferase reporter, dexamethasone, overnight; 1% of 370,000 active; AID 652017; in the data active = activation above about 7.8%;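 also: 0% = vehicle wells and 100% = reference activator wells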
Numbers without * were called inactive; / = no result given.

SMILES	FXN GAA850 act	ssDAF-12 act	NPR2 activator	hgDAF-12 ag	DAX1 inh-1	DAX1 inh-2	proKLK7 act	GC-A act	hcDAF-12 act	HGIII-sPLA2 inh	SMARCA2 activ
CCC1Oc2ccc(C)cc2N(CC(=O)N(Cc2cccnc2)Cc2cccc(F)c2)C1=O (stereo unspecified)	-2.0	-1.6	-4	-2.5	-1.1	-1.1	0.1	-20	-3.2	-2	-1
CCn1ccnc1CN1CCCCC1C(=O)Nc1ccc(Oc2cccnc2)cc1 (stereo unspecified)	-4.2	-0.1	-4	2.1	-1.4	0.1	0.1	-4	-1.4	3	-2
CCOc1ccc(Cl)cc1S(=O)(=O)N1CCC(C(=O)N2CCCC2)CC1	0.3	-1.0	2	0.8	0.3	0.0	-0.3	0	-0.2	2	1
CCCn1c(=N)n(CC(O)c2ccco2)c2ccccc21 (stereo unspecified)	2.3	-0.9	-2	0.5	-0.2	-0.9	0.0	-2	-2.7	4	0
COc1ccc(C(C)=O)cc1Cn1c(C)c(C(=O)NCC(C)C)sc1=O	-0.5	-1.0	-1	0.2	0.0	/	0.1	2	-0.6	3	-2
CCn1cc(S(=O)(=O)c2ccc(C)cc2)[nH]c1=O	1.6	-0.9	0	2.0	-0.5	-0.1	0.0	-1	0.2	5	-1
Oc1c(/C=C/C=C/C=Nc2ccccc2)sc(=S)n1Cc1ccccc1	-1.6	-1.7	-3	2.7	0.5	/	0.5	-6	0.6	-1	1
O=C(NCC1CCCCC1)c1cccc(S(=O)(=O)NCc2cccnc2)c1	-0.2	-1.1	1	0.0	-1.0	-1.7	0.4	2	1.3	3	-3
CCOC(=O)C(=CNc1nc(-c2ccc3ccccc3c2)cs1)C(=O)OCC	0.7	-0.3	3	9.5	0.7	0.2	-20	1	0.2	-2	4
CNC(=O)CC1C(=O)N(C)C(=S)N1NC(=O)c1ccc(Cl)cc1 (stereo unspecified)	-0.3	-0.7	3	0.0	-0.2	-0.3	0.7	3	-0.5	0	-1
COCCCNC(=O)c1ccc2c(c1)ncn2-c1ccccc1OC	1.1	-0.7	3	0.1	0.2	-1.5	-0.6	4	-0.3	3	1
Cc1ccc(C)c(OCC(=O)Nc2ccccc2N2CCCC2)c1	2.6	-0.7	-6	2.2	3.2	0.3	0.0	-3	-1.2	10	-2
COc1ccc(-n2nnnc2/C=C\Nc2ccccc2C(=O)c2ccccc2)cc1	-2.3	-1.0	-12	-2.6	0.5	-0.9	0.4	-9	0.2	-3	3
O=C(NCCc1ccc(Cl)cc1)c1ccc(CS(=O)Cc2ccc(Cl)cc2)o1 (stereo unspecified)	-0.4	-2.0	-9	-2.4	-2.5	-0.3	0.1	-5	-1.4	-10	1
Cc1ccc(N/C(N)=N/c2nc(C)cc(C)n2)cc1	0.1	-1.1	6	-1.2	-0.2	-0.2	-1.2	-3	-3.1	3	0
Cn1c(=O)c2c(ncn2CC(=O)N2CCN(c3ccccc3)CC2)n(C)c1=O	0.7	-1.0	-1	0.6	-0.3	-1.3	0.1	4	-1.7	1	-1
CCCCCCCCCCn1c2c(c(=N)c3c1CCC3)CCC2	-12	-2.9	-8	-9.9	-3.9	-4.2	0.4	-15	-5.6	-4	-11
Cc1nc2c(OCc3ccc(F)cc3)cccn2c1N(C)C(=O)CCC1CCCC1	-1.0	-1.3	-1	-3.8	-1.9	/	-0.1	-3	-1.9	-2	-4
O=c1c(O[C@H]2O[C@@H](CO)[C@H](O)[C@@H](O)[C@@H]2O)c(-c2ccc(O)cc2)oc2cc(O)cc(O)c12	-0.6	-0.8	1	4.1	-0.4	1.7	-0.3	-4	-2.1	12	3
O=C(CSc1nnc(-c2ccco2)o1)Nc1ccccc1Cl	1.3	-0.7	1	3.0	1.6	0.6	-0.6	0	0.3	1	2
CN1CC(=O)N(CC(=O)Nc2ccc(OCc3ccccc3)cc2)C1=O	0.2	0.0	5	9.2	0.2	1.1	0.4	8	0.1	-7	6
c1ccc(-c2nn(-c3ccccc3)[n+](-c3ccccc3)n2)cc1	-2.0	-1.7	4	-7.0	-4.4	-2.4	0.4	1	-1.8	7	-6
Cc1ccc(C(=O)COC(=O)CNC(=O)c2cccs2)cc1	0.2	-1.3	-2	-2.3	-0.7	0.8	0.1	4	-0.2	-5	0
N#CC(C(=O)C12CC3CC(CC(C3)C1)C2)c1nc2ccccc2[nH]1 (stereo unspecified)	1.6	-1.4	-2	2.4	0.3	-1.3	-1.3	-6	-1.6	2	-3
CCCS(=O)(=O)N1CCC(C(=O)NCc2ccc3c(c2)OCO3)CC1	0.6	-1.2	0	1.6	0.8	0.6	-0.5	1	0.0	5	0
CC(C)N(C(=O)[C@H]1CC(CC(=O)NC(C)(C)C)C(=O)N2CCc3c([nH]c4ccccc34)[C@]12C)C(C)C (stereo partly specified)	-3.8	-1.3	1	-1.7	-0.5	-0.1	0.6	1	-1.1	6	-1
CS(=O)(=O)N1CCC(C(=O)NCc2ccc(Cl)cc2)CC1	0.0	-1.0	0	0.1	0.1	3.6	0.0	-2	0.3	7	-3
Cc1ccc(NC(=O)Nc2nnc([C@H]3C[C@H](O)[C@@H](CO)O3)s2)cc1	-0.6	-0.1	7	0.9	0.6	/	0.0	-3	3.2	10	-3
CCC(C)NC(=S)Nc1ccc(F)cc1 (stereo unspecified)	-0.1	-2.0	11	-0.7	-1.0	0.8	0.4	3	-1.5	3	-2
COc1ccc(CNC(=O)C2Cc3c(-c4ccc5c(c4)OCO5)ccnc3O2)cc1OC (stereo unspecified)	-2.2	-1.6	1	-1.1	-1.6	/	0.4	10	-2.6	-5	-2
COc1nc(Nc2ccc([N+](=O)[O-])cc2)nc(NC2CCCCC2)n1	2.0	-1.0	7	-0.2	0.3	-0.3	0.9	12	-3.4	0	0
O=C(CSCc1ccc(Br)cc1)Nc1ccccc1C(=O)N1CCOCC1	-1.2	-0.6	0	1.0	0.8	0.9	0.3	-3	1.9	1	2
C[C@H](CO)N1C[C@H](C)[C@@H](CN(C)Cc2ccc(F)cc2)Oc2ncc(Br)cc2C1=O	-1.6	-0.7	-4	1.9	-0.1	2.1	-0.5	-3	-1.9	1	-1
CCOC(=O)C1CCN(C(=O)COC(=O)c2nn(C)c(=O)c3ccccc23)CC1	1.1	-1.3	-3	-2.5	-0.4	1.2	0.2	0	-1.9	-2	-2
O=C(CSc1nnc(-c2ccccc2)n1Cc1ccco1)Nc1ccccc1-c1ccccc1	/	-1.7	-4	0.1	-1.3	/	0.1	-16	-2.6	-10	-7
Cc1cc(C)nc(NC2=N[C@@H]3CCCC[C@H]3N2C(=O)Nc2cc(Cl)cc(Cl)c2)n1	1.0	-1.2	4	-1.0	-0.1	2.4	0.3	4	-1.5	3	2
Clc1ccc(-c2csc(N/N=C/c3ccc4c(c3)OCO4)n2)cc1	3.0	-1.3	-6	4.4	-0.7	-0.5	-3.3	6	1.8	6	0
Cc1ccc(C(=O)N2C(=S)C(c3ccc(F)cc3)=NC23CCN(C)CC3)cc1	-0.8	-1.1	7	1.5	0.3	1.2	0.0	16	-1.0	-1	-1
O=S(=O)(Nc1ccncc1)c1ccc(Cl)cc1	-0.3	-1.1	6	2.5	-0.2	0.4	0.2	-3	-1.5	-36	-2
Cc1cc(-c2n[nH]c(=S)n2N=Cc2ccc(-c3ccccc3)cc2)n[nH]1	/	-1.2	-15	0.8	-1.3	/	-0.1	4	-0.2	3	-2
CCOC(=O)[C@@]12CCC3=C1N(CCC3)C(=O)[C@H](CC(=O)NCCC(C)C)C2	/	-0.7	5	0.0	-1.7	/	-0.3	3	-1.6	12	-3
CCc1nc(SCC(=O)N2CCC(C)CC2)c2c(=O)n(C)c(=O)n(C)c2n1	-0.7	-1.0	8	-0.5	-2.0	-0.8	0.4	3	-2.9	0	1
COc1ccc(S(=O)(=O)N2CCCN(CCC(=O)Nc3cccc(C(F)(F)F)c3)CC2)cc1	0.3	-1.7	-9	-2.0	-1.5	-2.0	0.0	-4	-3.2	-40	-1
COc1cc2[nH]c(=O)n(Cc3ccccc3Cl)c(=O)c2cc1OC	-1.0	-0.8	3	-2.6	-0.1	-0.9	0.1	6	-0.2	0	-2
CC(C)CC(=O)NC(=S)Nc1ccccc1F	1.2	-0.6	-3	0.7	-0.1	-0.9	0.0	6	-0.8	6	-1
O=C(CC(=O)N/N=C/c1c(F)cccc1Cl)NCc1ccccc1	/	-1.0	2	-2.1	0.1	/	0.6	-6	-0.4	-18	3
CCOC(=O)/C(N=Nc1ccc(Cl)cc1)=C(/O)c1ccc([N+](=O)[O-])cc1	0.9	-1.4	-22	1.1	0.1	0.9	1.0	-12	-0.6	-1	1
Nc1cc(-c2ccc(Cl)cc2)nn1S(=O)(=O)c1cccc2nsnc12	0.1	-1.4	-9	2.5	-0.5	-0.3	-0.8	-13	1.6	-10	-1
CCN(C(=O)COC(=O)c1ccc([N+](=O)[O-])o1)c1cccc2ccccc12	-0.1	-1.2	-3	-2.6	-0.8	0.0	-0.7	-2	-2.2	12	4
CCOC(=O)C(O)(CC(=O)Nc1cc(F)ccc1C)C(F)(F)F (stereo unspecified)	1.4	-0.9	1	-1.2	0.0	-0.2	0.2	2	-1.7	5	-1
Cc1cc(C)cc(NC(=O)CCC(=O)Nc2cc(C)on2)c1	0.7	-0.8	0	0.5	-0.1	-1.2	-0.2	2	1.1	-1	0
CN(C)c1ccc(N2[C@@H](CC(=O)O)c3cc(C(F)(F)F)ccc3S2(=O)=O)cc1	-1.3	-1.0	5	0.0	-0.4	0.2	-0.8	1	-0.6	4	-1
CCn1c(C)cc(O)c(C(=O)Nc2cccc(Cl)c2)c1=O	2.2	-0.9	-3	-1.2	0.2	-0.3	0.0	4	0.9	8	-3
CCOc1ccc(/C(O)=C2\C(=O)C(=O)N(CCN(C)C)C2c2cccc(OC)c2OC)cc1Cl (stereo unspecified)	0.3	-0.8	2	-2.1	-0.2	0.5	-0.2	3	0.2	-4	0
O=C(Nc1ccc(Cl)cc1)c1cc2nc(C3CC3)cc(C(F)(F)F)n2n1	2.4	-0.9	-6	0.0	0.8	0.6	-1.7	9	-1.2	-4	-2
Clc1ccc(-c2cn(-c3nc4ccccc4s3)nn2)cc1	/	0.0	0	2.5	0.9	/	-0.5	2	5.7*	3	-3
Cc1[nH]oc(=O)c1N=Nc1ccc2[nH]c(=O)[nH]c2c1	2.5	-0.6	-6	-0.9	0.0	1.0	-0.2	-13	-0.9	11	-6

Molecules listed so far that have two or more sulfur atoms (2):
SMILES	FXN GAA850 act	ssDAF-12 act	NPR2 activator	hgDAF-12 ag	DAX1 inh-1	DAX1 inh-2	proKLK7 act	GC-A act	hcDAF-12 act	HGIII-sPLA2 inh	SMARCA2 activ
Oc1c(/C=C/C=C/C=Nc2ccccc2)sc(=S)n1Cc1ccccc1	-1.6	-1.7	-3	2.7	0.5	/	0.5	-6	0.6	-1	1
Nc1cc(-c2ccc(Cl)cc2)nn1S(=O)(=O)c1cccc2nsnc12	0.1	-1.4	-9	2.5	-0.5	-0.3	-0.8	-13	1.6	-10	-1
